NCOA3 inh: inhibits human SRC3 coactivator. Q9Y6Q9. HEK293 GAL4-SRC3 luciferase reporter, luminescence. inhibition, % at 3.6 µM. hit rate 0.17% among 360,000. AID 588352;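 active = inhibition above a per-campaign cutoff, the mean of all compounds plus 3 SD, cut at about 60% in these data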;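 also: 0% = DMSO-treated cells and 100% = gossypol-treated cells at 36 µM; higher means less SRC3-driven luciferase light from the GAL4 reporter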
Vif imaging: HIV Vif inhibition; HEK293T cells, Vif self-association by quenched fluorescence, imaging, 24 h; inhibition, % at 7.49 µM; hit rate 0.35% among 340,000; AID 602346; in the data active = inhibition above about 50%, passing the limit was not always enough; also: some results filed as inactive read as strong as hits
NOD2-RIPK2 inh: blocks binding of human NOD2 to RIPK2 | inhibition, % at 4.98 µM | hit rate 0.38% among 360,000 | O43353 | AID 624267 | CHO BLA complementation NOD2-RIPK2, CCF4 ratio; in the data active = inhibition above about 21%;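 also: 0% = vehicle only and 100% = reference blocker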
Target sequence (O43353 whole entry, looked up): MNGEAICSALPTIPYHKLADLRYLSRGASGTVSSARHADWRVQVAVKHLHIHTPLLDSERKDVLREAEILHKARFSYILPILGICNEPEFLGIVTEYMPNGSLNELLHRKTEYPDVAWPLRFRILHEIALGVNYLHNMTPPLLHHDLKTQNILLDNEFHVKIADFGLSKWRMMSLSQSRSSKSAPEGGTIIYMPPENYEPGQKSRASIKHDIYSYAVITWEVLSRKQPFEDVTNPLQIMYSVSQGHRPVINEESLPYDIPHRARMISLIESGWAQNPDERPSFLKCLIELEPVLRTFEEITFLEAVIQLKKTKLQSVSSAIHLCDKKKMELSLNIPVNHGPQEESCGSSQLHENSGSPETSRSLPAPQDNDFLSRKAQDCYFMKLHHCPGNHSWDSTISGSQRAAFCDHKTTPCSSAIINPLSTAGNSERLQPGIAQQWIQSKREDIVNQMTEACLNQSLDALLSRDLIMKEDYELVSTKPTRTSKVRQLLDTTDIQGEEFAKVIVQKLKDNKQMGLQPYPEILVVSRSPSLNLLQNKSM
SRC2 inh: human SRC2 (NCOA2) inhibition; Q15596; HEK293 GAL4-SRC2 luciferase reporter, luminescence; inhibition, % at 9 µM; hit rate 0.17% among 370,000; AID 651957;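 active = inhibition above the mean inhibition of all tested compounds plus 3 SD, set per campaign, cut at about 52% in these data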;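 also: 0% = DMSO treated cells and 100% = cells given Gossypol at 36 µM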
TROY NFkB inh: TROY signaling inhibition; Q293 LMP1-TROYcd NF-kB luciferase reporter, 4 h; inhibition, % at 10 µM; hit rate 0.98% among 360,000;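 active = compounds whose plate-normalised and pattern-corrected inhibition of the luciferase reporter signal at the single screening dose is 50% or more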
TLR9-MyD88 inh: TLR9-MyD88 interaction inhibition; Q9NR96+Q99836; CHO BLA complementation TLR9-MyD88, CCF4 FRET ratio; inhibition, % at 4.98 µM; hit rate 0.21% among 340,000;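 active = inhibition above the mean over all tested compounds plus 3 SD, cut at about 21% in these data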;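 also: 0% = DMSO only wells and 100% = clavulanate BLA inhibitor control wells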
SRC1 inh: inhibitors of human steroid receptor coactivator 1 (SRC1); HEK293 GAL4-SRC1 luciferase reporter, luminescence; inhibition, % at 3.6 µM; hit rate 0.12% among 360,000; AID 588354;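 active = inhibition above the campaign mean plus 3 SD, with each screening campaign given its own cutoff, cut at about 60% in these data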;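 also: 0% = DMSO treated cells and 100% = gossypol at 36 µM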
LRH-1 inv ag: suppresses constitutive activity of human LRH-1; O00482; hit rate 0.13% among 360,000; inhibition, % at 3.6 µM; HEK293T StAR-luciferase reporter, LRH-1 transfected, 24 h;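 active = inhibition above the mean inhibition of all tested compounds plus 3 SD, cut at about 73% in these data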;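 also: 0% = DMSO wells and 100% = reporter-only cells lacking LRH-1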
Target sequence (O00482 whole entry, looked up): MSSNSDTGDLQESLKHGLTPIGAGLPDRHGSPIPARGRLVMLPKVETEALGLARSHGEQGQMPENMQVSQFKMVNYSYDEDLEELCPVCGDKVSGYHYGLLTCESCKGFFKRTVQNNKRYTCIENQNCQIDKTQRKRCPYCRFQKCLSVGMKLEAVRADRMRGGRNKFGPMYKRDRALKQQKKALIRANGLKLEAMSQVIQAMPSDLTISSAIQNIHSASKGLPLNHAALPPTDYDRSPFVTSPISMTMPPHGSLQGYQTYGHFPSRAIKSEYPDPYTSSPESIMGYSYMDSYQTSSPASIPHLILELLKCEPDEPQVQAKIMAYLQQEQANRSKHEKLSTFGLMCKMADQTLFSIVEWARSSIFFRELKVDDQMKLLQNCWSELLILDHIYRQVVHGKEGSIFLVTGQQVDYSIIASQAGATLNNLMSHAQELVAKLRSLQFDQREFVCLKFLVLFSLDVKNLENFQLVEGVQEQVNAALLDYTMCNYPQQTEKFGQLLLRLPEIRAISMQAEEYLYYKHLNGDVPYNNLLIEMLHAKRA
TRAIL sens C8: caspase-8 TRAIL sensitization | NB7+C8 cells + TRAIL, ATPlite viability luminescence | inhibition (viability loss, TRAIL sensitization), % at 10 µM | hit rate 1% among 360,000 | AID 624354;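 active = compounds causing at least 50% loss of cell viability in the single-dose screen, relative to plate controls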
COUP-TFII inh: inhibitors of human COUP-TFII (NR2F2); P24468; HEK293T NGFI-A luciferase reporter, luminescence; inhibition, % at 8.6 µM; hit rate 0.7% among 370,000; AID 686940;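 active = inhibition above a per-plate cutoff, mean inhibition of test wells between control levels plus 3 SD, cut at about 38% in these data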;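 also: cells cotransfected with COUP-TFII expression vector driving the NGFI-A reporter; 0% = median of COUP-TF2 test wells and 100% = reporter-only cells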
EBV LMP1 NFkB: inhibitors of Epstein-Barr LMP1-induced NF-kappaB reporter | hit rate 0.69% among 350,000 | LMP1-induced NF-kappaB luciferase reporter cells, luminescence | inhibition, % at 12.5 µM; in the data active = inhibition above about 41%;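 also: 0% = neutral control wells and 100% = reference inhibitor control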
* hit, by the source's call; nt = no result given.

SMILES	NCOA3 inh	Vif imaging	NOD2-RIPK2 inh	SRC2 inh	TROY NFkB inh	TLR9-MyD88 inh	SRC1 inh	LRH-1 inv ag	TRAIL sens C8	COUP-TFII inh	EBV LMP1 NFkB
Cc1ccc(NC(=O)c2cc(S(=O)(=O)N3CCOCC3)ccc2F)c(C)c1	8	4	1	11	-20	1	-23	-18	0	1	-10
COc1ccc(NC(=O)Cn2nc(Cc3cccnc3)c3ccccc3c2=O)c(OC)c1	9	9	8	20	4	3	17	-2	-17	-7	2
CCOc1cc(C2NC(=O)CCC2[N+](=O)[O-])cc(Br)c1OCC (centres undefined)	-1	-6	-2	-16	-1	-1	3	10	-6	-16	1
C[C@H]1C=C(C(=O)N2CCOCC2)O[C@@H](OCc2ccc(CO)cc2)C1	-5	0	8	-4	4	4	-25	-18	14	-15	-1
CCOc1ccc(C2NC(=O)c3sc(=S)n(-c4ccccc4)c3N2)cc1 (centres undefined)	10	3	-5	6	13	1	11	3	5	-3	2
CC(=O)Nc1ccc(NC(=O)C2CCCN(c3ncccn3)C2)cc1 (centres undefined)	13	7	0	-21	-6	8	-13	-6	0	11	3
O=C(CN1CCOCC1)Nc1c2c(nc3c1CCC3)CCC2	9	6	-12	5	6	2	1	4	-16	2	1
C=CCn1c(=S)[nH]c2nc3c(cc2c1=O)COC(C)(C)C3	-30	6	4	-13	-23	-20	2	-8	20	-15	-12
COc1ccc(N2CCN(C(=O)CCCCCn3c(=O)[nH]c4ccsc4c3=O)CC2)cc1	6	-3	-1	16	19	-17	14	24	3	11	1
CC1CC(C)(C)NCc2ccccc21 (centres undefined)	4	-3	-9	-2	2	1	-4	-9	-8	25	9
CCCCCCCCCC(=O)OCC(O)CO (centres undefined)	4	1	5	-17	7	2	-21	12	7	-22	-17
Cn1c(=O)n(/N=C/c2ccccc2)c2ccccc21	-12	-3	-6	-8	12	6	-1	29	-4	-32	0
Cc1ccc(OCCn2cnc3cc([N+](=O)[O-])ccc3c2=O)cc1	-2	-1	2	-11	21	4	-19	-9	-10	24	-6
COc1ccccc1Cc1c(C(C)(C)C)nc2ccc(C)cn12	-50	nt	-7	-89	-33	nt	-38	-46	-10	-29	nt
Cn1c(=O)c2c(nc(Sc3ncnn3CC(=O)N3CCOCC3)n2C)n(C)c1=O	16	0	0	-26	6	9	-12	14	-15	-12	-1
CNC(=O)CSc1nnc(-c2cccs2)o1	14	7	-17	-3	10	-2	-9	8	-1	3	9
CNC(=O)CN1C(=O)CSc2nc(C)cc(C)c21	-2	-1	8	-23	-16	-17	2	3	-27	-3	-1
Cc1ccc(S(=O)(=O)N2CCN(C(=O)COC(=O)CCOc3cc(C)ccc3C)CC2)c(C)c1	-6	1	-3	-3	11	2	11	-4	-24	-4	0
C[C@@H]1C[C@H]2[C@@H]3C[C@H](F)C4=CC(=O)C=C[C@]4(C)[C@@]3(F)[C@@H](O)C[C@]2(C)[C@@]1(O)C(=O)CO	-21	-3	-1	-16	21	8	-16	14	5	-36	8
Cc1ccc(S(=O)(=O)NC(C)(C)C)cc1C(=O)OC(C)C(=O)NC1CC1 (centres undefined)	-17	0	-6	-8	3	-11	-1	4	-6	2	-2
CC(C(=O)Nc1ccccc1C(=O)N1CCCC1)n1nnc2ccccc21 (centres undefined)	-21	-3	1	-23	18	7	-1	8	0	3	-2
O=C(c1ccco1)N(Cc1ccc([N+](=O)[O-])cc1)c1ccc(Br)cc1	-2	4	8	3	-30	12	-28	-15	-6	11	-5
CN1C(=O)C(CC(=O)Nc2ccc(Cl)cc2)N(Cc2ccco2)C1=S (centres undefined)	0	10	0	-20	21	2	1	4	-2	4	-2
CCN(CC)CCNC(=O)c1ccc(NC(=O)c2ccc(C(=O)c3ccccc3)cc2)cc1	12	-10	-11	-8	14	0	-24	-7	-6	2	0
Cc1ccc(C(=O)NCCCCNC(=O)c2ccc(C)o2)o1	7	8	-1	-4	nt	7	3	8	-7	17	5
O=C(NCc1cccc(F)c1)Nc1nnc([C@@H]2C[C@H](O)[C@@H](CO)O2)s1	15	nt	-4	-33	2	nt	-3	-10	-8	-1	nt
COCC(=O)Nc1ccc(Br)cc1	-3	-2	-10	0	-8	-10	-46	2	6	2	37
Cc1cc(C)c2oc(=O)cc(CN3CCC(C)CC3)c2c1	3	0	-4	-2	-6	7	13	-19	0	-3	-2
OCC1(CC2CCCCO2)CCN(Cc2cccc(O)c2)CC1 (centres undefined)	19	-1	-4	19	0	-10	7	-13	3	7	3
CCc1ccccc1N1C(=O)[C@@H]2Cc3ccccc3CN2C1=O	7	-1	-5	-1	21	-6	10	9	9	-2	0
C/C(=N\NC(=O)C1CC1c1ccccc1)c1cccs1 (centres undefined)	-5	0	2	1	10	5	-10	-13	-6	17	2
CCC(=O)N1CCc2cc(Br)cc(S(=O)(=O)N(C)c3ccc(OC)cc3)c21	13	-17	1	1	10	-2	4	19	6	-3	2
CCN(CC)CCCNC(=O)c1cn(CC)c2ccc(S(=O)(=O)N3CCc4ccccc4C3)cc2c1=O	-8	-10	2	-40	4	-7	-14	17	4	-6	-21
Cc1cc(C)c(C(=O)COC(=O)Cn2nc(-c3ccccc3)oc2=O)cc1C	19	14	-3	-8	2	-8	-31	-5	3	-15	4
CN(C(=O)CN1C(=O)NC2(CCc3ccccc32)C1=O)C1CCCCC1 (centres undefined)	-4	2	-6	-14	-26	nt	-2	9	-12	-13	nt
CC/C(=N\NC(=O)c1ccc2c(c1)OCO2)C12CC3CC(CC(C3)C1)C2	-27	4	8	-58	-33	6	-17	-45	0	-33	-9
Cc1noc(/C=C/N(C)C)c1S(=O)(=O)N1CCCC(C(=O)NCc2cccs2)C1 (centres undefined)	1	nt	1	0	0	-4	-4	-6	-27	4	-4
CCCCCCn1c(-c2ccco2)nc2oc3cc(OC)ccc3c(=O)c2c1=O	-6	-2	-9	-11	-26	-1	3	-4	9	9	-2
CN(C)C=Nc1nonc1-c1ncn[nH]1	-10	9	-8	-7	-5	8	-4	-13	-11	11	-2
CC(C)Oc1ccc(C(=O)Nc2cccc(S(=O)(=O)N3CCCC3)c2)cc1	-6	-5	1	14	10	-7	-33	-19	5	33	-18
COc1ccc(N(C)S(=O)(=O)c2cccc(C(=O)OCC(=O)Nc3sc4c(c3C#N)CCCCC4)c2)cc1	-14	12	-10	-19	13	4	1	-4	6	2	-3
CCc1cc2ccc(C)cc2nc1SCC(=O)NC1CCCC1	16	13	8	-15	5	-10	-6	-3	-18	-9	2
Cc1ccc(S(=O)(=O)N2CCN(S(=O)(=O)N(C)C)CC2)c(C)c1	-1	14	1	-31	-5	7	7	24	-14	16	2
Cc1ccc(S(=O)(=O)Nc2nc(C)c(C(=O)NNS(=O)(=O)c3cc(C)ccc3C)s2)cc1	8	-1	-9	-23	5	7	-3	1	12	-4	1
COC(=O)C1=C(C)N(C)C(=O)NC1c1c(OC)ccc2ccccc12 (centres undefined)	14	7	0	-10	9	5	8	9	17	-7	-4
COc1ccc2[nH]cc(CCNC(=O)CC[C@H]3O[C@@H](n4cc(C)c(=O)[nH]c4=O)C[C@@H]3O)c2c1	0	-7	2	-11	-8	-1	-11	1	-9	-9	2
O=C1c2ccccc2C(Nc2ccc(S(=O)(=O)N3CCCCCC3)cc2)N1c1ccccn1 (centres undefined)	24	nt	-5	5	-17	-20	7	7	1	-6	-5
CCOc1ccc(NC(=O)CCN2CCN(S(=O)(=O)c3ccc(F)cc3)CC2)cc1	6	10	1	18	-13	-3	7	11	12	16	11
CCCN1CCN(CCCNC(=O)Cn2cc3c(n2)CCCC3)CC1	15	6	-5	13	-5	12	1	12	-1	3	1
Cc1nn(CCCC(=O)NCc2ccco2)c(=O)c2nn(-c3ccccc3)c(C)c12	-8	-6	7	-50	-1	0	5	7	0	-2	-1
CCn1cc(C(=O)O)c(=O)c2cc(F)c(N3CCN(S(=O)(=O)c4ccc(NC(C)=O)cc4)CC3)cc21	-5	-15	-2	-12	-3	-6	-8	11	-4	-1	-73
CC1=NN(C(=O)c2csc(C(C)C)c2)C(O)(C(F)(F)F)C1 (centres undefined)	21	-7	7	-11	-5	-2	-9	3	11	16	-4
O=C(O)CCS(=O)(=O)c1cccc2cccnc12	8	-4	6	7	-4	7	11	-20	-6	-12	4
Cc1cccc2cc(C3CC(c4ccco4)=NN3S(C)(=O)=O)c(Cl)nc12 (centres undefined)	-8	-2	3	-7	-21	7	0	6	-7	1	2
CCCn1c(=N)n(CC(O)COc2cccc(C)c2)c2ccccc21 (centres undefined)	-3	6	15	-7	1	7	12	-3	11	-3	-4
C=CCn1c(C)cc(C(=O)COC(=O)C2CC(=O)N(Cc3ccccc3)C2)c1C (centres undefined)	3	nt	2	-7	17	6	0	18	-11	-7	8
COCCNC(=O)C1CCC(=O)N1S(=O)(=O)c1ccc(C)cc1 (centres undefined)	-14	-2	2	15	13	4	-2	1	2	5	10
N#Cc1c(NCCCO)nc(-c2ccccc2)c2c1CCCC2	2	-14	4	-24	-9	-5	-4	-9	-1	14	-5
COc1ccccc1N1CCN(C(=S)NC(=O)/C=C/c2ccc(F)cc2)CC1	-18	3	-7	-18	-15	nt	-25	-36	15	-12	nt
COc1ccc(-c2nc(C3CCCCC3)c3cc(OC)ccc3n2)cc1	3	0	-2	25	-7	1	-4	-4	12	-14	1

Further entries follow:
SMILES	NCOA3 inh	Vif imaging	NOD2-RIPK2 inh	SRC2 inh	TROY NFkB inh	TLR9-MyD88 inh	SRC1 inh	LRH-1 inv ag	TRAIL sens C8	COUP-TFII inh	EBV LMP1 NFkB
CCOC(=O)c1[nH]c(C)c(C(=O)Nc2ccccc2F)c1C	-55	-6	7	-24	-25	1	-75	-89	10	-16	-12
COc1cccc(CN(C)Cc2nc(C3CC3)no2)c1	18	0	2	14	-1	-6	3	6	-1	3	-2
CCOC(=O)/C(=N\Nc1cccc(Cl)c1)Sc1nnc(-c2ccc(OC)cc2)n1C	-3	-8	2	8	-3	-7	4	9	-9	8	4
Cc1cccc(C)c1NC(=O)CNC(=O)c1ccc(COc2ccccc2)o1	4	-6	7	-16	-6	1	-17	-20	9	-8	-1
CN(CC(=O)Nc1ccc(N2CCOCC2)cc1)C(=O)c1ccc(CS(C)(=O)=O)cc1	11	-2	-13	10	0	4	-6	-5	-15	0	2
O=S(=O)(NCCCCCNS(=O)(=O)c1c(F)cccc1F)c1ccc2c(c1)OCCO2	7	-4	-3	-17	15	13	1	13	5	13	6
COc1ccc(C2=NOC(Cn3nc(C(=O)NCc4cccs4)cc3-c3ccccc3)C2)cc1 (centres undefined)	3	-3	-6	-9	-1	-14	-1	0	-4	7	-1
Cc1c(C)c2ccc(OCC(=O)N3CCC[C@@H]3C(=O)O)c(C)c2oc1=O	18	9	-11	-10	-2	4	-10	18	4	-7	-18

Two neighbouring compounds already listed, for reference:
SMILES	NCOA3 inh	Vif imaging	NOD2-RIPK2 inh	SRC2 inh	TROY NFkB inh	TLR9-MyD88 inh	SRC1 inh	LRH-1 inv ag	TRAIL sens C8	COUP-TFII inh	EBV LMP1 NFkB
Cc1ccc(NC(=O)c2cc(S(=O)(=O)N3CCOCC3)ccc2F)c(C)c1	8	4	1	11	-20	1	-23	-18	0	1	-10
COc1ccc(NC(=O)Cn2nc(Cc3cccnc3)c3ccccc3c2=O)c(OC)c1	9	9	8	20	4	3	17	-2	-17	-7	2

High-throughput results from PubChem BioAssay.

Not all compounds are listed; the hit share may differ from the screen's.
